mHTT-CaM PPI inh – disrupts binding of mutant huntingtin to calmodulin | P42858 | hit rate 3.6% among 190,000 | AID 1671202 | AlphaScreen His-mHTT/GST-CaM binding, luminescence | inhibition, % at 15 µM;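 also: 0% = both proteins with DMSO and 100% = one protein alone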
Target sequence (P42858 whole entry, looked up, stated change not applied): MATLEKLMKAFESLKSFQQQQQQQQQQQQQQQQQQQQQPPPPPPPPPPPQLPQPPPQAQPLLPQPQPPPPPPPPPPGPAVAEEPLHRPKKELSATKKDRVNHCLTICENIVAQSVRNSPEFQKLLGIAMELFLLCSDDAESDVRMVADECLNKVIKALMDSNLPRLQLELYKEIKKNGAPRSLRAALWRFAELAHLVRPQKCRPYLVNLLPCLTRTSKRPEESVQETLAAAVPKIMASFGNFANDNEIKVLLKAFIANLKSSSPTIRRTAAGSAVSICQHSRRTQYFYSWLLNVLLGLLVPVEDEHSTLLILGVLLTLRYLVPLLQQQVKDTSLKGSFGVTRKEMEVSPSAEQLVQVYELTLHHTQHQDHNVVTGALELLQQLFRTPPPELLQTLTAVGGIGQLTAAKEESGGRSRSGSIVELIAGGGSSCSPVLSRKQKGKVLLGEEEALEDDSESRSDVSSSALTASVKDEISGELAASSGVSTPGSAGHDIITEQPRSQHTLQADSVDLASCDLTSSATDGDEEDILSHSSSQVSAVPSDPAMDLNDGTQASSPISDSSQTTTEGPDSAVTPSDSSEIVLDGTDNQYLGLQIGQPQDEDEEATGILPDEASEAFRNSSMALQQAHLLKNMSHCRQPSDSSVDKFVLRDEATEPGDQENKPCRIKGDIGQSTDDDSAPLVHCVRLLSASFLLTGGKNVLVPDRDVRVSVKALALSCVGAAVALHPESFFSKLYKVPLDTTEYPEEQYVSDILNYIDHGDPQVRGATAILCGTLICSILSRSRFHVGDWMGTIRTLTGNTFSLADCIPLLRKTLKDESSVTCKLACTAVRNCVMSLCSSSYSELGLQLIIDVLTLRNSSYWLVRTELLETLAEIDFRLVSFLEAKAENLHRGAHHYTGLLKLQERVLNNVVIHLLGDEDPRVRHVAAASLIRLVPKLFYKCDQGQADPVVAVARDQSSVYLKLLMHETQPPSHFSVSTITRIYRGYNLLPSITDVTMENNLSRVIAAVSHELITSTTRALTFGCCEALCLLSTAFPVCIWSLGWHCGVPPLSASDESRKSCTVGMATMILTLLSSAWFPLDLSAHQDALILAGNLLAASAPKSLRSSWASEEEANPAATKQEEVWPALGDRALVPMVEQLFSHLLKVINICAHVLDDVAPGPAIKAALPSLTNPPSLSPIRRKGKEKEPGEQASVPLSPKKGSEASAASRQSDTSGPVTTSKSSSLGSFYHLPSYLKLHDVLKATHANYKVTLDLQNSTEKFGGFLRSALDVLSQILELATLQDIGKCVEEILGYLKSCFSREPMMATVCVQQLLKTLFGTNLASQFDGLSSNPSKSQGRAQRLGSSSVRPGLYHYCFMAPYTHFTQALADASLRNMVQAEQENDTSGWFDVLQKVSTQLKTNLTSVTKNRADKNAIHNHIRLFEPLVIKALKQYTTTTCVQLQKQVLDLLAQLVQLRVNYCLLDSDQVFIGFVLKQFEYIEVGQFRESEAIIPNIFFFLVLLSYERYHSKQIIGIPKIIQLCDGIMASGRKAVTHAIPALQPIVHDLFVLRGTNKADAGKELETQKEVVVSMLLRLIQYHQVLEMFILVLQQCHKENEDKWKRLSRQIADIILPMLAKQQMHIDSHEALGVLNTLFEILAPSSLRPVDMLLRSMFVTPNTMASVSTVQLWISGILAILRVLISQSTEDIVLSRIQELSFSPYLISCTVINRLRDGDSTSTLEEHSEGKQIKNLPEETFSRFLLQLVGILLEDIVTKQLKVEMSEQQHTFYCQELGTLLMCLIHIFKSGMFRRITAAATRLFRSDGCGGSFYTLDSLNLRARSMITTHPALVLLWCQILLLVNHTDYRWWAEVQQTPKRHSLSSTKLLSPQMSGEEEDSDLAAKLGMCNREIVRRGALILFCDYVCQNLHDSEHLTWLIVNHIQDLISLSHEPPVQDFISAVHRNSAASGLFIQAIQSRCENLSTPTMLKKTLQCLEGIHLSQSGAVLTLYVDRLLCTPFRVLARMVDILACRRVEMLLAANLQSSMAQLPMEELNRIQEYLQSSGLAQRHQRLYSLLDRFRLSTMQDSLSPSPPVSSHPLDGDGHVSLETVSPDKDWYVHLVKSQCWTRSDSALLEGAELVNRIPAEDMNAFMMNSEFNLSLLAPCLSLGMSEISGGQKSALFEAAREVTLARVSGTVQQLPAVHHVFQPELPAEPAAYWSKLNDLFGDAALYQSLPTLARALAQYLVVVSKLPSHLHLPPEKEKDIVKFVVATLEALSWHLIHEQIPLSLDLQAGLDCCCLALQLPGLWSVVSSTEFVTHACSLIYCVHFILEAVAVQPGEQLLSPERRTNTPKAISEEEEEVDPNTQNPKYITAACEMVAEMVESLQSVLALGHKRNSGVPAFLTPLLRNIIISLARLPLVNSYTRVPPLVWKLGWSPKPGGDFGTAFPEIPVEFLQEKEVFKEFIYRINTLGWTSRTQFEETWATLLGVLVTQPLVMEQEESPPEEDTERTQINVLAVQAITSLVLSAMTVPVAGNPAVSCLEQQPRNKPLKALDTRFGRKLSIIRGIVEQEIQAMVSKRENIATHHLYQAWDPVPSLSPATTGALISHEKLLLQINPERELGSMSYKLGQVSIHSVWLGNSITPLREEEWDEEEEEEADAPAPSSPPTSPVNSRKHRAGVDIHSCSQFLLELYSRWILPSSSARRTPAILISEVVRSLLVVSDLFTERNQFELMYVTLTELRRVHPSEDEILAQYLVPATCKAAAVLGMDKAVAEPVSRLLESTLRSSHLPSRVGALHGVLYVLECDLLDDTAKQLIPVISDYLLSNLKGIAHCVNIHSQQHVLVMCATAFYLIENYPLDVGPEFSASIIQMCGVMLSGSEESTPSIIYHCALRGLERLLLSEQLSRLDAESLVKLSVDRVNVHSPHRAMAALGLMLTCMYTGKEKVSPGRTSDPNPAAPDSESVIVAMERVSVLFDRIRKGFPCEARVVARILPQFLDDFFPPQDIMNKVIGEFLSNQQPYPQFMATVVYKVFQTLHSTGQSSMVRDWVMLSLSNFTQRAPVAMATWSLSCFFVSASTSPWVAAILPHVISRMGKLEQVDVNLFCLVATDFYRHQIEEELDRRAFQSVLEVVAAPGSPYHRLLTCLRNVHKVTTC
Pf apPOL block – Pf-apPOL DNA polymerase inhibition; Recombinant Pf-apPOL, molecular beacon fluorescence, 1.5 h; inhibition, % at 10 µM; hit rate 0.25% among 210,000; AID 1794808
* hit, by the source's call; . = no result given; & = joins results of further samples. Rule as the data show it: active = inhibition above about 50%; inactive = the rest. The order is random. About 3.7% of those tested had a hit in this group.

Every second line gives: Pf apPOL block	mHTT-CaM PPI inh
O=C(O)/C=C/C(=O)Nc1ccc(-c2cnc(-c3ccc(NC(=O)/C=C/C(=O)O)cc3)nc2)cc1
    -2.9	13.0
CC1(C)COC(C(Cc2ccccc2)N2C(=O)c3ccccc3C2=O)=N1 (stereo not drawn)
    -6.0	0.0
CNC(=S)N1CCOCC1
    .	-6.9
Cc1ccc(NC(=O)/C=C/c2ccccc2Cl)cc1Cl
    -3.8	-2.0
COCC(=O)N1CCC2(CC1)NC(=O)c1ccccc1N2
    -0.6	-4.9
CC1(C)Cc2c(sc3nc(-c4ccccc4Cl)n(N)c(=O)c23)CO1
    -3.9	2.9
CSC(SC)=C(C#N)C(=O)c1cc(-c2ccccc2)c(C(F)(F)F)s1
    2.0	.
CCCc1cc(=O)[nH]c2nnc(SC(CC)C(=O)OC)n12 (stereo not drawn)
    -0.6	-13.4
CC1=C(C(=O)Nc2cccc(C)n2)C(c2ccccc2C(F)(F)F)C2=C(CC(C)(C)CC2=O)N1 (stereo not drawn)
    -7.3	3.0
Cc1ccc(O)c(NC(=O)c2nn3c(c2Cl)NC(c2ccccc2)CC3C(F)(F)F)c1 (stereo not drawn)
    -1.9	54.0*
O=C(Nc1cccc(Cl)c1)c1ccccc1C(=O)Nc1cccc(Cl)c1
    -5.0	-5.5
COc1cccc(CNC(=O)C2(C)CCCN(C(=O)c3ccccc3C)C2)c1 (stereo not drawn)
    6.6	-0.8
CCOc1ccc(Br)c(/C=C2\C(=O)Nc3ccc(Br)cc32)c1
    3.5	31.0
COc1ccc(Cc2nc3ccccc3n2CC(=O)NN)cc1OC
    18.9	-0.5
COc1ccc(Cl)cc1C(=O)N1CC(C)C(c2nc(-c3ccncc3)no2)C1 (stereo not drawn)
    -2.2	12.7

New compounds follow:
Every second line gives: Pf apPOL block	mHTT-CaM PPI inh
CCc1ccc(-n2cnc3cc(C(=O)NCCCOC)ccc32)cc1
    27.3	9.0
CCN1CCN(c2ccc(C(=O)OC)cc2NC(=O)CCc2ccccc2)CC1
    1.6	-5.0
COc1ccccc1CC(=O)Nc1ccccc1NC(C)=O
    -3.0	0.3
O=S1(=O)C=C(SCCN2CCCCC2)c2ccccc21
    2.4	5.0
Brc1ccc(CNC23CN4CN(CN(C4)C2)C3)cc1
    -4.5	2.0
Cc1ccc(-c2csc3c(=O)n(CC(=O)Nc4ccc(C(C)C)cc4)cnc23)cc1
    -1.3	-14.5
O=C(Oc1ccc2c(=O)c(-c3ccccc3)coc2c1)C1CC1
    -1.4	-8.2
CCOc1nc2c(c(=O)n(C)c(=O)n2C)n1Cc1ccccc1Cl
    -14.5	-3.0
CN(C)CCCNS(=O)(=O)c1cc(Cl)sc1Cl
    -10.4	.
COCCN1C(=O)Cc2ccccc2C1C(=O)NCc1ccc(OC)cc1 (stereo not drawn)
    -2.4	-0.2
CC(C)c1cc(C2CCCN2C(=O)Cc2ccccc2F)on1 (stereo not drawn)
    -0.2	-10.0
CC(C)(C)NCCn1c(-c2ccc(Cl)cc2)cn2c3ccccc3nc12
    -1.3	14.7
Cc1ccc2c(c1)N(c1cc(F)ccc1C)C=C(C#N)S2(=O)=O
    0.6	-2.2
NC(=O)/C(=C\c1ccc2c(c1)OCO2)NC(=O)c1ccccc1Cl
    -2.3	0.0
CSc1nc(C)c(C(=O)Nc2ccccc2)c(C)c1C#N
    -2.6&7.6	-16.0&37.3

(listing goes on)
Every second line gives: Pf apPOL block	mHTT-CaM PPI inh
N#CC(=NO)C(=O)c1ccco1
    -0.9	.
COc1ncc(C(=O)N2CCN(c3cccc(C)c3C)CC2)cn1
    -2.0	-1.1
O=C(Nc1ccc(N2CCN(C(=O)c3ccccc3)CC2)c(Cl)c1)c1cccnc1
    -3.0	14.0
CCC(C)(C(=O)NC1CCCCC1)N(C(=O)c1ccccn1)c1ccc(C)cc1 (stereo not drawn)
    1.4	2.0
CC1=CC2CC1C1C(=O)N(c3ccc(OC(F)(F)F)cc3)C(=O)C21 (stereo not drawn)
    -9.4&-6.4	.
COc1cc(C2C3=C(CCCC3=O)NC3=C2C(=O)c2ccccc23)ccc1O (stereo not drawn)
    -16.5	22.0
Cc1ccc(F)cc1NC(=O)c1cnc2n(c1=O)CCS2
    -1.8	1.0
O=C(CN1C(=O)CC(c2ccccc2)=Nc2cccnc21)Nc1ccc(F)cc1
    5.3	-8.0
O=C(CCS(=O)(=O)c1ccccc1)N1CC(c2nc(-c3cnccn3)no2)C1
    -6.6	-14.2
Cc1c(Cl)cccc1N=Cc1nc(-c2ccc(Cl)cc2)oc1O
    -3.2	4.0
O=C(Nc1ccc(Br)cc1)c1cccc(S(=O)(=O)N(CCO)CCO)c1
    3.1	6.0
CC1=C(C(=O)Nc2ccc(Cl)cc2)C(c2ccc(Cl)cc2Cl)NC(=O)N1 (stereo not drawn)
    3.3	28.0
Cn1cc(C(=O)NCc2ccc(F)cc2Cl)c2c3ccccc3n(C)c2c1=O
    -1.0	0.0
CC1=C(C#N)C(=O)N(CC(C)O)C(=O)/C1=C\c1ccc(-c2cccc(Cl)c2Cl)o1 (stereo not drawn)
    -8.9	93.0*
NC(=O)C1(N2CCCCC2)CCN(C2CC(=O)N(c3cccc(Cl)c3)C2=O)CC1 (stereo not drawn)
    1.0	2.0

A different layout for part of the listing above.
mol: CCC(C)(C(=O)NC1CCCCC1)N(C(=O)c1ccccn1)c1ccc(C)cc1 (stereo not drawn)
  Pf apPOL block: 1.4
  mHTT-CaM PPI inh: 2.0

mol: CC1=CC2CC1C1C(=O)N(c3ccc(OC(F)(F)F)cc3)C(=O)C21 (stereo not drawn)
  Pf apPOL block: -9.4&-6.4
  mHTT-CaM PPI inh: .

mol: COc1cc(C2C3=C(CCCC3=O)NC3=C2C(=O)c2ccccc23)ccc1O (stereo not drawn)
  Pf apPOL block: -16.5
  mHTT-CaM PPI inh: 22.0

mol: Cc1ccc(F)cc1NC(=O)c1cnc2n(c1=O)CCS2
  Pf apPOL block: -1.8
  mHTT-CaM PPI inh: 1.0

More entries
Every second line gives: Pf apPOL block	mHTT-CaM PPI inh
COc1cc(C(=O)N2CCN(c3ccccn3)CC2)cc(OC)c1OC
    -9.6	-1.0
Cc1cc(Br)ccc1OCC(=O)N1CCN(C=O)CC1
    1.3	-2.7
Cc1ccc(-n2nc3c(c2NC(=O)C2CC2)CS(=O)(=O)C3)c(C)c1
    -4.5	-1.0
O=[N+]([O-])c1ccc(-c2nc(Cc3ccccc3Cl)no2)cc1
    0.6	6.6
COc1cccc(NS(=O)(=O)c2ccc3[nH]cc(C(=O)NC4CCCCC4C)c(=O)c3c2)c1 (stereo not drawn)
    1.2	20.0
Cc1ccc([N+](=O)[O-])cc1N=C1C(=O)Nc2ccccc21
    0.7	-2.0
CC(O)c1nc2ccccc2n1Cc1ccccc1 (stereo not drawn)
    -10.3	6.0
Cc1cc(C)c2c(=O)c(C=C3SC(=S)N(c4cccc(Cl)c4)C3=O)coc2c1
    -5.6	.
CN(C)CCCNC(=O)c1cccs1
    3.6	-12.5
Cc1cccc(NC(=O)C2CCN(c3cnn(C)c(=O)c3)CC2)c1C
    -3.2	8.6
COc1cc(NS(=O)(=O)c2ccc(NC(=O)c3ccc(C#N)cc3)cc2)ncn1
    -6.9	1.0
CC(C)NC(=O)CCC(=O)N1CCCn2nc(-c3cn(C)c4ccccc34)cc21
    -3.7	30.3
CSc1ncc(Cl)c(C(=O)Nc2ccccc2C(F)(F)F)n1
    -9.6	-1.8
N#CNC(N)=Nc1ccccc1
    -2.5	-5.3
Cc1ccc2c(c1)N(C(=O)c1ccc(C#N)cc1)CCO2
    -3.7	-4.2

Other records:
Every second line gives: Pf apPOL block	mHTT-CaM PPI inh
COc1ccc(S(=O)(=O)N2CC3CC(NC(=O)c4ccccc4)C2C3)cc1Cl (stereo not drawn)
    -5.8	2.3
COc1ccccc1C(=O)Nc1ccccc1[N+](=O)[O-]
    0.1	14.8
Cc1ccc(NC(=O)N2CCc3c(c(COCc4ccccc4)nn3C)C2)c(C)c1
    -2.3	-0.8
Cc1cc(C(N)=O)nn1-c1c(Cl)cc(Cl)cc1Cl
    -8.5&-11.6	.
NS(=O)(=O)c1ccc(S(=O)(=O)Nc2ccccc2C(F)(F)F)cc1
    -2.1	-7.0
COc1cccc(C(=O)NCCC2=CCCCC2)c1
    -1.5	-5.7
Cc1ccc(NC(=O)C2CCCN(C(=O)c3ccc(F)c(F)c3)C2)cc1 (stereo not drawn)
    -11.3	-5.3
COc1cc(C=O)ccc1OCCCOc1ccc(Br)cc1
    -0.3	-50.9
Cc1cc(C2CCCN2C(=O)c2cc3nc(-c4cccs4)cc(C(F)(F)F)n3n2)no1 (stereo not drawn)
    1.7	0.6
Cc1cc(C)cc(NC(=O)c2cc(S(=O)(=O)N3CCc4ccccc43)ccc2F)c1
    -5.5	-12.0
CN1CCC(NC(=O)C2COC3(CCCCC3)N2C(=O)c2ccccc2)CC1 (stereo not drawn)
    -1.4	0.7
O=C(CSc1nccn1-c1ccc([N+](=O)[O-])cc1)Nc1ccc2c(c1)OCCO2
    3.8	-0.3
CC(C)(C)C(=O)N1CCN(CC(F)(F)F)CC1
    -2.7	-1.6
CCc1onc(C)c1C1CCCN1Cc1cccc(C)c1 (stereo not drawn)
    -2.5	-48.0
CCN(c1cccc(C)c1)C(C(=O)NC1CCCC1)c1cc2c(cc1[N+](=O)[O-])OCO2 (stereo not drawn)
    -0.2	33.0

The listing continues:
Every second line gives: Pf apPOL block	mHTT-CaM PPI inh
O=C(Cc1cccs1)NCc1ccc(F)cc1
    -4.6	-0.9
O=C1C(=Cc2cc(Br)c(Br)cc2O)C(=O)c2ccccc21
    -2.9	13.0
CN(Cc1ccccc1)S(=O)(=O)c1ccc(C(=O)Nc2nc(-c3ccccn3)cs2)cc1
    -3.1	50.0
O=C(Nc1nc2ccc(Cl)cc2s1)C1CC1
    -2.7	-2.3
CC[C@@H]1CC=C[C@H]2[C@H]1C(=O)N(Cc1ccccc1)[C@H]2c1ccc2ccccc2c1
    8.9	20.3
N#Cc1cccc([N+](=O)[O-])c1C#N
    -0.6	-2.3
O=C(c1cccc(F)c1)N1CCCC1c1ccccc1Cl (stereo not drawn)
    0.4	-9.3
CCN(CC)CCNC(=O)c1cc2n(n1)CCCN(Cc1ccccc1)C2=O
    -1.7	-5.3
Cc1cc(Br)ccc1NC(=O)c1cc2ccccc2o1
    -12.5	-5.9
N#CC1=C(N)Oc2n[nH]c(C34CC5CC(CC(C5)C3)C4)c2C1c1cccnc1 (stereo not drawn)
    -0.2	11.0
COc1ccc(C(=O)Nc2cccc(Cl)c2Cl)cc1Cl
    0.3	-5.0
O=C(O)c1ccc(N2C(=O)c3cccc([N+](=O)[O-])c3C2=O)cc1O
    4.8	21.0
O=C(Nc1cccc(-c2nc3ncccc3o2)c1)C(c1ccccc1)c1ccccc1
    1.4	5.0
Cc1ccc(-c2cc(=O)c3cc(Cl)ccc3o2)cc1
    3.5	-8.4
COC(=O)C1C(=O)C2=C(CC1C)NC(C)=C(C(=O)OC(C)C)C2c1ccc(C)c([N+](=O)[O-])c1 (stereo not drawn)
    -1.3	23.7

Next part:
Every second line gives: Pf apPOL block	mHTT-CaM PPI inh
CCCN1CCn2cc(C(=O)N3CCN(c4ccc(OC)cc4)CC3)nc2C1
    -2.3	3.4
COCCCNC(=S)NNC(=O)CSCc1c(C)c(C)c(C)c(C)c1C
    -35.1	.
NC(=O)c1cc(Cl)c(Cl)cc1C(N)=O
    0.5	.
CC(=O)N1c2ccccc2NC2=C(C(=O)CCC2)C1c1ccc(Cl)c(Cl)c1 (stereo not drawn)
    10.5	44.0
Cc1nc(C(=O)N2CCN(C)CC2)c(C)n1C1CCN(C)CC1
    -5.9	-0.6
NC(=O)c1ccccc1NC(=O)COc1ccc(-c2ccccc2)cc1
    3.1	10.6
CCCc1nc(C)c2c(n1)N(Cc1ccc(OC)cc1)C(=O)CC2
    5.9	1.4
Cc1cc(C)nc(SCC(=O)Nc2nc(-c3ccccc3)cs2)n1
    -2.4	1.0
CCOC(=O)N1CCN(C(=O)Cc2cc(-c3ccc4c(c3)CC(C)O4)on2)CC1 (stereo not drawn)
    -1.9	0.2
O=C(Nc1cccs1)N(Cc1ccsc1)CC(F)(F)F
    -0.5	-10.5
O=C(Nc1ccc(N2CCN(C3CCCC3)C2=O)nc1)c1ccc(Cl)cc1
    2.2	-7.0
Cc1[nH]nc(SCC(=O)NCc2cccnc2)c1[N+](=O)[O-]
    -1.8	3.0
COc1ccccc1C(=O)N1CCC2(CC1)NC(=O)N(Cc1ccc(F)cc1)C2=O
    -2.8	9.0
O=C(CCC1CCN(c2cc(NC3CC3)ncn2)CC1)NCCN1CCOCC1
    -6.4	4.8
Cc1ccsc1C(O)CNC(=O)COc1ccccc1F (stereo not drawn)
    -2.8	-8.7

Next section
Every second line gives: Pf apPOL block	mHTT-CaM PPI inh
Cc1nc(C2CCCN2C(=O)c2nn(C)c3ccccc23)n[nH]1 (stereo not drawn)
    -6.5	-4.5
O=S(=O)(NC1CCCCCCC1)c1ccccc1
    -1.0	-9.2
CSc1nc2ccsc2c(=O)[nH]1
    0.6	.
CC(C)C(NC(=O)c1ccco1)C(=O)N1CCC(c2noc(-c3ccccc3)n2)CC1 (stereo not drawn)
    0.0	-4.3
O=C(NCC1CCN(c2cc(-c3cccnc3)[nH]n2)CC1)c1ccccc1F
    4.6	4.2
O=C(O)Cn1c(SCCOc2ccccc2F)nc2ccccc21
    -1.2&2.2	2.0&5.6
CC(C)C(C1=C(O)CC(C)(C)CC1=O)C1C(=O)CC(C)(C)CC1=O (stereo not drawn)
    .	-6.9
N#Cc1cnc2ccccc2c1N1CCc2ccccc2C1
    -3.1	-8.6
NC(=O)c1nn2c(c1Cl)NC(c1ccco1)CC2C(F)(F)F (stereo not drawn)
    10.2	3.0
CC(C)CN1CCC(=O)N(CCC#N)CC1
    -3.7	-6.9

Compounds shown so far that contain a tert-butyl group (2):
Every second line gives: Pf apPOL block	mHTT-CaM PPI inh
CC(C)(C)NCCn1c(-c2ccc(Cl)cc2)cn2c3ccccc3nc12
    -1.3	14.7
CC(C)(C)C(=O)N1CCN(CC(F)(F)F)CC1
    -2.7	-1.6

Compound activity as filed in PubChem.
